KCNQ1 block – blocks the human KCNQ1 potassium channel; CHO-K1 KCNQ1, FluxOR thallium flux fluorescence; stronger effect = higher value; AID 2642; B-score at 10 µM; P51787; 310,000 compounds, 1.3% hits;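 active = compounds whose thallium flux B-score, printed positive for inhibition, exceeds three library SD while starting fluorescence stays within three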;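 also: channel opened by potassium depolarization with thallium stimulus after 20 min compound exposure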
HDAC3 inhib – inhibitors of human histone deacetylase 3 | recombinant HDAC3, fluorogenic peptide/trypsin coupled, fluorescence | inhibition, % at 8.3 µM | 320,000 compounds, 0.15% hits | AID 2718; in the data active = inhibition above about 26%, passing the limit was not always enough; inconclusive = no clear call, values can overlap the other calls
KCNK9 block – blocks the human KCNK9 two-pore domain potassium channel; Q9NPC2; HEK293 KCNK9, FluxOR thallium flux fluorescence; stronger effect = lower value; B-score at 10 µM; 310,000 compounds, 1.2% hits; AID 488922;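 active = ratio B-score over 3 SD below the library mean, with starting fluorescence within 5 SD of its mean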;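 also: negative B-score means less thallium flux so channel inhibition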
RGS4 act – potentiators or activators of RGS4. HEK293 M3R/inducible RGS4, carbachol calcium flux Fluo4; stronger effect = lower value. B-score at 10 µM. 310,000 compounds, 0.92% hits;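 active = B-score of the integrated calcium signal more than 4 SD below the library mean, with starting fluorescence not abnormally high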;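 also: negative B-score means reduced calcium response which marks RGS4 activation or potentiation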
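Assay system: HEK293 FlpIn-TREx cells, stable M3R, doxycycline-inducible RGS4 / Probe or stimulus: carbachol, ECmax concentration / Times: overnight RGS4 induction, 30 min dye load 37 °C, 20 min compound RT / Signal: kinetic calcium fluorescence imaging with Fluo4-AM dye, 2 µM / Measure: Agonist-evoked peak-minus-minimum fluorescence over baseline, integrated ratio, B score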
KCNK3 block – human KCNK3 channel inhibition, primary screen | AID 602410 | 340,000 compounds, 0.84% hits | B-score at 10 µM | CHO-KCNK3 thallium flux, FluxOR fluorescence; stronger effect = lower value;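 active = B-score under library mean minus 4 SD, starting fluorescence ratio at most library mean plus 5 SD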;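 also: more negative B-score means stronger inhibition of thallium flux through KCNK3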
hERG rescue – shields human hERG channel from block by proarrhythmic agents. CHO-hERG, FluxOR thallium flux, dofetilide IC70 present. activation (rescue from dofetilide block), less the hit threshold, % at 10 µM. 310,000 compounds, 0.51% hits. AID 1511;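 active = activation above the mean of controls blocked by dofetilide plus 5 SD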;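 also: thallium influx through hERG after potassium depolarization seen as dye fluorescence rise; in these data hits start at about 4.7%; inactives centre near -7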
Target sequence (Q12809 whole entry, looked up): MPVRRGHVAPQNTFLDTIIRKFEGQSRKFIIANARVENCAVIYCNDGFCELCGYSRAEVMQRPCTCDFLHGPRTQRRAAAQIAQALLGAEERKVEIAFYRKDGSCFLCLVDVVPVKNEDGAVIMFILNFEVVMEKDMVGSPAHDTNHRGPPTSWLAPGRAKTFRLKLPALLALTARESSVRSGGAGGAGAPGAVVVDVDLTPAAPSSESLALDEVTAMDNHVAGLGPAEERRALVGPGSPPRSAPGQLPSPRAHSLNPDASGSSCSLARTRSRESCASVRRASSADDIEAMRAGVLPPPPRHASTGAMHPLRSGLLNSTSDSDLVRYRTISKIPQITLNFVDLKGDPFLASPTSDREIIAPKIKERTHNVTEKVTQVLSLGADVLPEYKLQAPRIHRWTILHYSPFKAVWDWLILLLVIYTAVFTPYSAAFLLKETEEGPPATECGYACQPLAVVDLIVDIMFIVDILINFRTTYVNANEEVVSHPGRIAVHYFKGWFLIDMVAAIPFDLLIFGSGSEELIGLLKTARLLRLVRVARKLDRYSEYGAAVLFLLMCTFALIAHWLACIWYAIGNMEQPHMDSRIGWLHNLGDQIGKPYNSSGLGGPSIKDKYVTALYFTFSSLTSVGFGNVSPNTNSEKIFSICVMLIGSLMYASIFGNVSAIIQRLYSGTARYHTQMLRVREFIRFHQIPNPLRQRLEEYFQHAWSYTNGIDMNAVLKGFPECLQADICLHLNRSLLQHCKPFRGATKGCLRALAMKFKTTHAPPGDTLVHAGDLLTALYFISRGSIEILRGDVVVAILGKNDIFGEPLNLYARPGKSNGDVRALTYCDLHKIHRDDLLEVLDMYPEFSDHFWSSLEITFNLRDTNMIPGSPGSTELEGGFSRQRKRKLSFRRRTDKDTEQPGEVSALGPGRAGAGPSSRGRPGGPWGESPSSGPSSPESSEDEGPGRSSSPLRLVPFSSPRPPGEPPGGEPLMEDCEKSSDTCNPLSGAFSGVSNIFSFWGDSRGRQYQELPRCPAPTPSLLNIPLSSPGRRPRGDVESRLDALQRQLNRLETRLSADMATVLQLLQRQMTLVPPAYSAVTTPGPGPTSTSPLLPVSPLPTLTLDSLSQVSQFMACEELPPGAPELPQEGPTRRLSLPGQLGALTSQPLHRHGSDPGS
Dyrk1A ADPGlo – blocks rat Dyrk1A kinase activity. Q63470. ADP-Glo luminescence, NFATc1 peptide. inhibition, % at 12.5 µM. 310,000 compounds, 0.43% hits; in the data active = inhibition above about 50%;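 also: plate controls were vehicle with enzyme for no effect and no enzyme for full effect; many of its hits are not listed in these tables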
KCNQ1 act – potentiates or activates the human KCNQ1 potassium channel. AID 2648. B-score at 10 µM. CHO-K1 KCNQ1, thallium flux FluxOR fluorescence; stronger effect = higher value. 310,000 compounds, 0.35% hits;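 active = fluorescence ratio B-score, a plate-corrected score, at least three library SD, with initial intensity B-score within 5 SD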
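System: CHO-K1 cells stably expressing KCNQ1 / Medium: assay buffer for compound exposure, DMSO matched across wells / Reagent: thallium- and potassium-containing depolarizing buffer / Compound: one concentration, matched DMSO / Incubation: 20 min compound pretreatment at room temperature / Measured by: kinetic FluxOR fluorescence, 10 s baseline plus 110 s post-stimulus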
PolyA inhibitor – blocks polyadenylation in yeast reporter cells | S. cerevisiae SKY197-pL101 polyadenylation reporter, beta-gal luminescence; efflux-impaired pdr1/pdr3 knockout yeast; score 100 = 6 SD above DMSO | calls only at 12 µM | 300,000 compounds, 0.02% hits;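 active = lowest replicate activity score at least 50, where 100 means six control SD above control mean; inconclusive = lowest score under 50 but half or more replicates reach 50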;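 also: yeast exposed to compound for 9 h at 30 °C; higher score means more reporter readthrough which indicates perturbed polyadenylation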
GSK3B inh – inhibitors of human GSK3beta kinase. P49841. GST-GSK3beta kinase, ADP-Glo luminescence, 60 min; stronger effect = lower value. activity score (negative = inhibition), % at 10 µM. 300,000 compounds, 0.038% hits;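 active = more than half of replicate wells score below -50%, meaning over 50% inhibition versus plate controls; inconclusive = some replicates but at most half score below -50%; inactive = no replicate scores below -50%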;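 also: 0% = median DMSO wells and -100% = median GW8510 positive control wells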
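test system = GST-tagged human GSK3beta kinase, cell-free | reagent = 25 µM ATP with peptide substrate | dosing = one dose of 10 µM per compound | schedule = 60 min reaction, RT | detection = luminescent ADP-Glo measurement of ADP formed | control set = DMSO neutral wells and GW8510 at 20 µM as positive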
GSK3 alpha inh – inhibitors of human GSK-3 alpha kinase; inhibition, % at 10 µM; ADP-Glo luminescence, 60 min; 320,000 compounds, 0.1% hits; P49840;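 in the data active = inhibition above about 50%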;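 also: GST-tagged GSK-3 alpha with peptide substrate and 25 µM ATP; 0% = DMSO neutral wells and 100% = GW8510 positive control wells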
The depositor's hits bear a star.

How did N#CCCn1cc(C(CC(=O)c2ccccc2)C(=O)O)c2ccccc21 (stereo unspecified) do in these assays?
KCNQ1 block: inactive; HDAC3 inhib: 6; KCNK9 block: inactive; RGS4 act: inactive; KCNK3 block: inactive; hERG rescue: -3; Dyrk1A ADPGlo: -4; KCNQ1 act: inactive; PolyA inhibitor: inactive; GSK3B inh: -35; GSK3 alpha inh: -4

What do the screens show for `CCOc1ccc(NC(=O)Cn2sc3nc(C)cc(C)c3c2=O)cc1`?
KCNQ1 block: inactive; HDAC3 inhib: -15; KCNK9 block: inactive; RGS4 act: inactive; KCNK3 block: inactive; hERG rescue: -9; Dyrk1A ADPGlo: 1; KCNQ1 act: inactive; PolyA inhibitor: inactive; GSK3B inh: -1; GSK3 alpha inh: 0

How did Nc1nc2c(ccc3ccccc32)s1 do in these assays?
KCNQ1 block: inactive; HDAC3 inhib: -3; KCNK9 block: inactive; RGS4 act: inactive; KCNK3 block: inactive; hERG rescue: -3; Dyrk1A ADPGlo: 2; KCNQ1 act: inactive; PolyA inhibitor: inactive; GSK3B inh: -3; GSK3 alpha inh: 0

How did COc1ccc(-c2noc(CCCOc3ccc(Cl)cc3Cl)n2)cc1 do in these assays?
KCNQ1 block: inactive; HDAC3 inhib: inconclusive; KCNK9 block: inactive; RGS4 act: inactive; KCNK3 block: inactive; hERG rescue: -8; Dyrk1A ADPGlo: 0; KCNQ1 act: inactive; PolyA inhibitor: inactive; GSK3B inh: 1; GSK3 alpha inh: 4

How did Cc1ncc([N+](=O)[O-])n1CC(=O)NCCc1ccccc1 do in these assays?
KCNQ1 block: inactive; HDAC3 inhib: -4; KCNK9 block: inactive; RGS4 act: inactive; KCNK3 block: inactive; hERG rescue: -8; Dyrk1A ADPGlo: -1; KCNQ1 act: inactive; PolyA inhibitor: inactive; GSK3B inh: 1; GSK3 alpha inh: 8

How did Cc1[nH]n(-c2ccccc2)c(=O)c1/C=N/NC(=O)C(C)C do in these assays?
KCNQ1 block: inactive; HDAC3 inhib: 1; KCNK9 block: inactive; RGS4 act: inactive; KCNK3 block: inactive; hERG rescue: -8; Dyrk1A ADPGlo: 3; KCNQ1 act: inactive; PolyA inhibitor: inactive; GSK3B inh: -10; GSK3 alpha inh: 0

What do the screens show for `COc1cc(OC)c(Nc2cc(C)nc3nc(C)nn23)cc1Cl`?
KCNQ1 block: inactive; HDAC3 inhib: 4; KCNK9 block: inactive; RGS4 act: inactive; KCNK3 block: inactive; hERG rescue: -6; Dyrk1A ADPGlo: 1; KCNQ1 act: inactive; PolyA inhibitor: inactive; GSK3B inh: -5; GSK3 alpha inh: -1

What do the screens show for `COc1ccc(OC)c(NC(=O)c2cnc(Nc3ccccc3OC)c3ccccc23)c1`?
KCNQ1 block: inactive; HDAC3 inhib: 4; KCNK9 block: inactive; RGS4 act: inactive; KCNK3 block: inactive; hERG rescue: -13; Dyrk1A ADPGlo: -3; KCNQ1 act: inactive; PolyA inhibitor: inactive; GSK3B inh: 1; GSK3 alpha inh: -3

What do the screens show for `CC(C)c1ccc(C2C(C(=O)c3ccco3)=C(O)C(=O)N2CC2CCCO2)cc1` (stereo unspecified)?
KCNQ1 block: inactive; HDAC3 inhib: 3; KCNK9 block: inactive; RGS4 act: inactive; KCNK3 block: inactive; hERG rescue: -9; Dyrk1A ADPGlo: -1; KCNQ1 act: inactive; PolyA inhibitor: inactive; GSK3B inh: 2; GSK3 alpha inh: 0

What do the screens show for `C=CCC1(C#N)C(=S)NC2=C(C(=O)CC(C)(C)C2)C1c1ccc(Br)cc1` (stereo unspecified)?
KCNQ1 block: inactive; HDAC3 inhib: 13; KCNK9 block: inactive; RGS4 act: inactive; KCNK3 block: inactive; hERG rescue: -6; Dyrk1A ADPGlo: -2; KCNQ1 act: inactive; PolyA inhibitor: inactive; GSK3B inh: 0; GSK3 alpha inh: 2

Results for COc1ccc(NC(=O)CN(C)S(=O)(=O)c2ccc(Br)s2)cc1 ?
KCNQ1 block: inactive; HDAC3 inhib: -3; KCNK9 block: inactive; RGS4 act: inactive; KCNK3 block: inactive; hERG rescue: -6; Dyrk1A ADPGlo: -3; KCNQ1 act: inactive; PolyA inhibitor: inactive; GSK3B inh: 3; GSK3 alpha inh: -3

Results for O=C(O)c1sccc1NC(=O)c1c(Cl)cccc1Cl ?
KCNQ1 block: inactive; HDAC3 inhib: -3; KCNK9 block: inactive; RGS4 act: inactive; KCNK3 block: inactive; hERG rescue: -11; Dyrk1A ADPGlo: -4; KCNQ1 act: inactive; PolyA inhibitor: inactive; GSK3B inh: 3; GSK3 alpha inh: -3

How did O=C1NC2c3ccccc3CC2O1 (stereo unspecified) do in these assays?
KCNQ1 block: inactive; HDAC3 inhib: -4; KCNK9 block: inactive; RGS4 act: inactive; KCNK3 block: inactive; hERG rescue: -3; Dyrk1A ADPGlo: -4; KCNQ1 act: inactive; PolyA inhibitor: inactive; GSK3B inh: 2; GSK3 alpha inh: -2

How did CSc1cccc(NC(C)=O)c1 do in these assays?
KCNQ1 block: inactive; HDAC3 inhib: -1; KCNK9 block: inactive; RGS4 act: inactive; KCNK3 block: inactive; hERG rescue: -5; Dyrk1A ADPGlo: 3; KCNQ1 act: inactive; PolyA inhibitor: inactive; GSK3B inh: 3; GSK3 alpha inh: -1

How did COc1ccc2cc(C(=O)NCc3ccco3)c(=O)oc2c1 do in these assays?
KCNQ1 block: inactive; HDAC3 inhib: -5; KCNK9 block: inactive; RGS4 act: inactive; KCNK3 block: inactive; hERG rescue: -2; Dyrk1A ADPGlo: 6; KCNQ1 act: inactive; PolyA inhibitor: inactive; GSK3B inh: 1; GSK3 alpha inh: 2

Results for Cc1csc(NC(=O)c2ccco2)n1 ?
KCNQ1 block: inactive; HDAC3 inhib: 4; KCNK9 block: inactive; RGS4 act: inactive; KCNK3 block: inactive; hERG rescue: -4; Dyrk1A ADPGlo: 2; KCNQ1 act: inactive; PolyA inhibitor: inactive; GSK3B inh: 1; GSK3 alpha inh: -1

How did CCC(=O)Nc1c2c(nn1-c1ccccc1)CSC2 do in these assays?
KCNQ1 block: inactive; HDAC3 inhib: 2; KCNK9 block: inactive; RGS4 act: inactive; KCNK3 block: inactive; hERG rescue: -1; Dyrk1A ADPGlo: -4; KCNQ1 act: inactive; PolyA inhibitor: inactive; GSK3B inh: 3; GSK3 alpha inh: -2

Results for Cc1nn(C)c(C)c1CNC(=O)/C=C/c1ccccc1F ?
KCNQ1 block: inactive; HDAC3 inhib: -2; KCNK9 block: inactive; RGS4 act: inactive; KCNK3 block: inactive; hERG rescue: -2; Dyrk1A ADPGlo: 2; KCNQ1 act: inactive; PolyA inhibitor: inactive; GSK3B inh: -1; GSK3 alpha inh: 3

What do the screens show for `COc1cccc(OCC(O)CN2CCC(Cc3ccccc3)CC2)c1` (stereo unspecified)?
KCNQ1 block: inactive; HDAC3 inhib: 3; KCNK9 block: inactive; RGS4 act: inactive; KCNK3 block: inactive; hERG rescue: -10; Dyrk1A ADPGlo: 3; KCNQ1 act: inactive; PolyA inhibitor: inactive; GSK3B inh: 0; GSK3 alpha inh: -2

Results for CC(=Nc1ccc(C)c(C)c1)C1=C(O)CCC1=O ?
KCNQ1 block: inactive; HDAC3 inhib: 1; KCNK9 block: inactive; RGS4 act: inactive; KCNK3 block: inactive; hERG rescue: -4; Dyrk1A ADPGlo: 3; KCNQ1 act: inactive; PolyA inhibitor: inactive; GSK3B inh: 4; GSK3 alpha inh: -1

What do the screens show for `O=C(COC(=O)c1ccc2ncsc2c1)NC(=O)NCc1ccccc1`?
KCNQ1 block: inactive; HDAC3 inhib: 1; KCNK9 block: inactive; RGS4 act: inactive; KCNK3 block: inactive; hERG rescue: -7; Dyrk1A ADPGlo: 0; KCNQ1 act: inactive; PolyA inhibitor: inactive; GSK3B inh: 0; GSK3 alpha inh: -5

How did COc1cc(OC)c2c(c1O)OC(c1ccccc1)CC2=O (stereo unspecified) do in these assays?
KCNQ1 block: inactive; HDAC3 inhib: 4; KCNK9 block: inactive; RGS4 act: inactive; KCNK3 block: inactive; hERG rescue: -6; Dyrk1A ADPGlo: 29; KCNQ1 act: inactive; PolyA inhibitor: inactive; GSK3B inh: -4; GSK3 alpha inh: 3

Results for O=C(COC(=O)c1cnccn1)c1ccc(-c2ccccc2)cc1 ?
KCNQ1 block: inactive; HDAC3 inhib: 0; KCNK9 block: inactive; RGS4 act: inactive; KCNK3 block: inactive; hERG rescue: -11; Dyrk1A ADPGlo: 4; KCNQ1 act: inactive; PolyA inhibitor: inactive; GSK3B inh: -2; GSK3 alpha inh: -3

How did O=C(Nc1cccs1)Nc1ccc(Br)cc1F do in these assays?
KCNQ1 block: inactive; HDAC3 inhib: 8; KCNK9 block: inactive; RGS4 act: inactive; KCNK3 block: inactive; hERG rescue: -16; Dyrk1A ADPGlo: -4; KCNQ1 act: inactive; PolyA inhibitor: inactive; GSK3B inh: 0; GSK3 alpha inh: -1

Results for CN(Cc1ccc(-n2cccn2)cc1)C(=O)c1cnn2c1NC(c1ccco1)CC2C(F)(F)F (stereo unspecified) ?
KCNQ1 block: inactive; KCNK9 block: inactive; RGS4 act: inactive; KCNK3 block: inactive; hERG rescue: -16; Dyrk1A ADPGlo: 4; KCNQ1 act: inactive; PolyA inhibitor: inactive; GSK3B inh: 1

How did Nc1[nH][nH]c(=O)c1N=Nc1cccc(Cl)c1 do in these assays?
KCNQ1 block: inactive; HDAC3 inhib: 2; KCNK9 block: inactive; RGS4 act: inactive; KCNK3 block: inactive; hERG rescue: -7; Dyrk1A ADPGlo: 9; KCNQ1 act: inactive; PolyA inhibitor: inactive; GSK3B inh: 3; GSK3 alpha inh: 1

Source: PubChem

Some of the compounds tested (hit frequency here may not be typical).
